Chronic BCR inh = blocks chronic active B-cell receptor signaling; 0.05% of 340,000 active; Potency, µM (titrated, usually from 46.1 µM), for inactives: at the top dose ratio change, negative = lower green/red ratio, most hits filed as inhibitors; ABC-DLBCL IkBa-CBG/CBR reporter, luminescence ratio, 4 h; active = well fitted inhibition curve with a large enough effect in the signal ratio, with a control signal flat, not every such curve was filed as active; inconclusive = small, poorly fitted or top-dose-only effect, or effect the other way, or a change in a side signal; the % refers to the signal ratio;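 note: potency is the fitted concentration of half-maximal effect; plate controls were basal doxycycline-induced cells for no effect and cells given 10 µM MG132 for full effect; MG132 reads +100%, hits lower the ratio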
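Compounds up to 46 uM were incubated four hours with TMD8 cells whose green CBG68 luciferase is fused to IkappaBalpha; red CBR luminescence normalised the signal, and concentration-effect curves were fitted to fusion, red and ratio data.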
Tb PFK block = T. brucei PFK enzyme inhibition; T. brucei PFK, ADP-Glo luminescence; Potency, µM (highest dose often 57.5 µM), inactives show at the highest dose activity, negative = inhibition, most hits filed as inhibitors; 0.17% of 330,000 active; AID 485367;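 note: potency is the fitted concentration of half-maximal effect; 0% = uninhibited 1x PFK enzyme wells and -100% = no-enzyme wells; nearly all actives have a fitted effect of over 60% in size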
Target sequence (O15648 whole entry, looked up): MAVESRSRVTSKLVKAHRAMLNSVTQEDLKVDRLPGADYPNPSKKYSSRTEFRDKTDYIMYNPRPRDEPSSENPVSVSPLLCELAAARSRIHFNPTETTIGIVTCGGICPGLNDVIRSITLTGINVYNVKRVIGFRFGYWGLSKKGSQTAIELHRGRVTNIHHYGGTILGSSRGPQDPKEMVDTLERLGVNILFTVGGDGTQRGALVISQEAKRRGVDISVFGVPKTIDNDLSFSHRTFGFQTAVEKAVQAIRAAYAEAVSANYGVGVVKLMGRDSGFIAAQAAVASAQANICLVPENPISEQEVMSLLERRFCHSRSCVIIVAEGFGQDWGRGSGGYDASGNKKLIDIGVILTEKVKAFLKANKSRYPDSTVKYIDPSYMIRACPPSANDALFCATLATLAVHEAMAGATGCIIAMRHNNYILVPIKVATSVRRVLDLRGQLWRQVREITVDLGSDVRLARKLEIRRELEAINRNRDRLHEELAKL
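Activity is normalized to no-enzyme wells (full inhibition) and 1.25 nM enzyme wells (no inhibition). Reaction: 0.5 mM F6P, 0.1 mM ATP, 45 min RT, ADP-Glo luminescence; concentration-response curves fitted and classed by quality.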
a7 integrin act = activates integrin-mediated alleviation for muscular dystrophy; Potency, µM (top dose mostly 38.3 µM), for inactives: at the highest dose activation, most hits filed as activators; alpha7betagal myoblasts, beta-gal FDG fluorescence, 48 h; 0.064% of 350,000 active;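 note: potency is the fitted concentration of half-maximal effect; 100% = response of the positive control SU9516; nearly all actives have a fitted effect of over 60% in size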
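Alpha7betagal+/- myoblasts (passage 13) were plated 16-24 hr, then exposed to compounds (1:260 dilution of DMSO stock) for 48 hours at 37C. After MPER lysis, β-galactosidase reporter activity was read as FDG fluorescence (ex 480/em 540) after 30 minutes.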
AT treatment = candidate therapy for ataxia-telangiectasia; 0.19% of 320,000 active; AID 485349; Potency, µM (highest dose often 57.5 µM), for inactives: at the highest dose activation, usual class: activators; […] A-T fibroblasts, KAP-1 phosphorylation AlphaLISA; neocarzinostatin DNA damage 30 min before lysis; note: potency is the fitted concentration of half-maximal effect; % of control where 0% means no effect; nearly all actives have a fitted effect of over 45% in size
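ATM-like activity read as KAP-1 phosphorylation via AlphaLISA donor/acceptor antibody pairs after lysis and 6 hr at 25C. Cells were ATM-null patient fibroblasts ([…], hTERT), dosed 60 min, then exposed to the DSB inducer NCS for 30 min.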
TCR act = activates T cell receptor signaling. primary human leukocytes, anti-CD3, IL-2 HTRF, 48 h. AID 504894. Potency, µM (highest dose often 9.22 µM), without a hit: at the highest dose activation of IL-2 secretion, hits mostly activators. 330,000 tested, under 10 active; note: % of control where 0% means no effect
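Primary human leukocytes were stimulated with a-CD3 beads plus compounds for 48 hr without co-stimulation; secreted IL-2 was quantified by HTRF using a-IL-2-K (europium cryptate) and a-IL-2-d2, excited at 320nm with acceptor emission read at 665nm.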
PTAP TSG101 blk = blocks PTAP/TSG101 interaction to inhibit HIV-1 budding; Q99816; Fluorescence polarization, FITC-PTAP peptide / Tsg101 binding; Potency, µM (titrated, usually from 115 µM), for inactives: at the top dose activity change, negative = inhibition, usual class: inhibitors; 340,000 tested, under 10 active; AID 493005; active = well fitted inhibition curve with a large enough effect in the main read-out, with a control signal flat, not every such curve was filed as active; inconclusive = small, poorly fitted or top-dose-only effect, or effect the other way, or a change in a side signal; inactive = no such curve, though single readings can be large or run the other way; note: potency is the fitted concentration of half-maximal effect; % of control where 0% means no effect
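Fluorescence anisotropy tracks displacement of a FITC-tagged PTAP peptide (50 nM) from the Tsg101 binding domain (10 uM), following a 20 min room-temperature incubation at pH 7.5.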
ELG1 repair inh = blocks ELG1-dependent DNA repair in HEK293T cells. 2.3% of 330,000 active. HEK293T ELG1-luciferase reporter, luminescence, 16 h; DNA damage induced by 5-fluorouridine. Potency, µM (doses to about 46.1 µM), for inactives: at the top dose activity change, negative = inhibition, most hits filed as inhibitors; note: potency is the fitted concentration of half-maximal effect; % is set by controls: 0 for no effect and ±100 for the full control effect; nearly all actives have a fitted effect of over 55% in size
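Quantitative HTS, concentration-response format. 2,000 cells/well co-treated with 5-fluorouridine and compound, 16 hr in 5% CO2 at 37 °C; ONE-Glo luminescence read after 30 min.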
Mito fusion yeast = inhibitors of mitochondrial division or activators of mitochondrial fusion; S. cerevisiae fusion-defective mutant growth rescue, CellTiterGlo 48 h; Potency, µM (titrated, usually from 46.1 µM), for inactives: at the top dose growth rescue (activation), usual class: activators; 0.23% of 320,000 active;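 note: potency is the fitted concentration of half-maximal effect; % of control where 0% means no effect; nearly all actives have a fitted effect of over 45% in size; temperature-sensitive fusion mutants such as fzo1-1 at 37 °C on non-fermentable ethanol glycerol medium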
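Yeast fusion mutant, YPEG (non-fermentable carbon), compound, 48 h at 37C non-permissive; CellTiterGlo added, 10 min RT, luminescence read. Rescued growth = division inhibition.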
Eya2 inh = inhibitors of human Eya2 phosphatase activity. recombinant Eya2, OMFP fluorescence dephosphorylation (OMFP is methylfluorescein phosphate). 0.006% of 330,000 active. AID 488837. Potency, µM (doses to about 76.9 µM), for inactives: top-dose activity, negative = inhibition, usual class: inhibitors. O00167; note: potency is the fitted concentration of half-maximal effect; % is set by controls: 0 for no effect and ±100 for the full control effect
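Eya2 (0.2 uM) preincubated 10 min at ambient with compound, then OMFP substrate added at 50 uM; 10 min reaction in 50 mM HEPES pH 7.5, 50 mM NaCl, 5 uM MgCl2, 0.05% BSA, 1 mM DTT. Fluorescence read at Ex 485/Em 525 nm.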
TSHR antagonist = antagonists of human thyroid stimulating hormone receptor; P16473; TSHR-expressing cells, TSH-stimulated cAMP HTRF, 2 h; hits give low values; activity change, negative = inhibition, % at 11.5 µM; 0.2% of 330,000 active;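 active = activity change below a set negative limit, meaning inhibition stronger than a set level, cut at about -70% in these data; inconclusive = activity change between two set negative limits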; note: % is set by controls: 0 for no effect and ±100 for the full control effect
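Read-out is FRET at 665 nm (cryptate excitation 337 nm) from a cryptate-tagged anti-cAMP antibody, competed by cell cAMP against cAMP-d2. Compounds are tested on freshly harvested TSHR cells challenged with 4nM TSH (EC80) for 2 hours at 37 deg C.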
ASM inhibitor = inhibitors of human secretory acid sphingomyelinase. P17405. Potency, µM (top dose mostly 57.5 µM), without a hit: at the highest dose activity change, negative = inhibition, most hits filed as inhibitors. placental ASM, HMU-PC fluorogenic substrate, 60 min. 0.006% of 340,000 active; note: potency is the fitted concentration of half-maximal effect
Target sequence (P17405 47-631 limits assumed): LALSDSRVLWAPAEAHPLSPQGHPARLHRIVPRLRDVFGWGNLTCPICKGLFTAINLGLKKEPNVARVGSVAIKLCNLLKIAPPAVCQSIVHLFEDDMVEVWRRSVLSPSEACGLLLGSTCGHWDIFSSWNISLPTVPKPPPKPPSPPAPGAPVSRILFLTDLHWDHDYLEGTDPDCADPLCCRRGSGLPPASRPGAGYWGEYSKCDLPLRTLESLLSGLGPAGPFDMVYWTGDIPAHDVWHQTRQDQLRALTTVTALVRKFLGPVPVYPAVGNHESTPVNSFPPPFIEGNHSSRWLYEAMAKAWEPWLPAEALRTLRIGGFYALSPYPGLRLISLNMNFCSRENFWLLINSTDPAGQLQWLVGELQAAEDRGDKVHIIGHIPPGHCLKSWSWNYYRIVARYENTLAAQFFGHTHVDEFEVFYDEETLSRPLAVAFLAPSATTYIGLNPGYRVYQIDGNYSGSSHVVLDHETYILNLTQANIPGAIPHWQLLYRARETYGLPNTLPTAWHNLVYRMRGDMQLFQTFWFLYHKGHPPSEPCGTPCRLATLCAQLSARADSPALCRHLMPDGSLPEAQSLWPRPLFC
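Human placenta-derived ASM enzyme was preincubated with compound for 10 minutes at room temperature, then given fluorogenic substrate HMU-PC0 (9 uM final) for 60 minutes at 37 °C; a pH 10 stop preceded fluorescence reading at Ex 386/Em 447 nm.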
Starred values were filed as active, the others as inactive; [ ] = another dose, or the depositor's remark. Unless noted, calls come from the whole dose curve; as a rule, active = well fitted curve in the direction sought with a large enough effect; inconclusive = small, poorly fitted or top-dose-only effect, or another doubt; inactive = no such curve, though single readings can be large; an effect the other way counts as inactive or inconclusive.

What do the screens show for `O=c1c2ccccc2ncn1CCCOc1ccccc1[N+](=O)[O-]`?
Chronic BCR inh: inconclusive; Tb PFK block: 1.0%; a7 integrin act: -12.0%; AT treatment: -5.0%; TCR act: 5.6%; PTAP TSG101 blk: -1.6%; ELG1 repair inh: inconclusive; Mito fusion yeast: -0.6%; Eya2 inh: -6.0%; TSHR antagonist: -2.4; ASM inhibitor: -0.1%

How did CC(=O)Nc1ccc(C(=O)Nc2ccc(S(=O)(=O)N3CCCC3)cc2)cc1 do in these assays?
Chronic BCR inh: 1.2%; Tb PFK block: 2.4%; a7 integrin act: 1.4%; AT treatment: -10.4%; TCR act: 1.1%; PTAP TSG101 blk: -3.7%; ELG1 repair inh: inconclusive; Mito fusion yeast: -2.6%; Eya2 inh: -12.7%; TSHR antagonist: -6.4; ASM inhibitor: -1.0%

How did COc1ccc(NC(=O)CC2COc3ccccc3O2)c(OC)c1 (centres undefined) do in these assays?
Chronic BCR inh: 10.1%; Tb PFK block: 3.9%; a7 integrin act: 12.1%; AT treatment: -8.4%; TCR act: 9.7%; PTAP TSG101 blk: -9.0%; ELG1 repair inh: 7.6%; Mito fusion yeast: -0.2%; Eya2 inh: -7.4%; TSHR antagonist: 17.9; ASM inhibitor: 0.2%

How did CC1CCCN(C(c2ccccc2)c2sc3ncnn3c2O)C1 (centres undefined) do in these assays?
Chronic BCR inh: 4.9%; Tb PFK block: -2.9%; a7 integrin act: 8.4%; AT treatment: -0.8%; TCR act: 2.3%; PTAP TSG101 blk: -2.4%; ELG1 repair inh: -3.8%; Mito fusion yeast: -0.4%; Eya2 inh: -8.1%; TSHR antagonist: -2.8; ASM inhibitor: -2.1%

Results for CCOc1ccc(-c2ncncc2-c2ccccc2OC)c(O)c1 ?
Chronic BCR inh: 6.5%; Tb PFK block: 8.6%; a7 integrin act: 43.3%; AT treatment: inconclusive; TCR act: -0.7%; PTAP TSG101 blk: -1.5%; ELG1 repair inh: inconclusive; Mito fusion yeast: 7.9%; Eya2 inh: -13.0%; TSHR antagonist: 8.9; ASM inhibitor: -0.5%

How did O=C(CCCOc1ccc(Cl)cc1Cl)NNC(=O)c1ccc(NC(=O)c2ccccc2)cc1 do in these assays?
Chronic BCR inh: 4.8%; Tb PFK block: -0.7%; a7 integrin act: 3.2%; AT treatment: -10.2%; TCR act: -2.1%[46.1 µM]; PTAP TSG101 blk: -1.4%; ELG1 repair inh: -11.6%; Mito fusion yeast: -0.7%; Eya2 inh: 0.8%; TSHR antagonist: 2.4; ASM inhibitor: -0.5%

Results for CC(C)(CN1CCCC1)NC(=O)C1CCC(=O)N(CCCN2CCOCC2)C1 (centres undefined) ?
Chronic BCR inh: -3.5%; Tb PFK block: 1.1%; a7 integrin act: 15.0%; AT treatment: 2.9%; TCR act: -0.2%; PTAP TSG101 blk: -3.1%; ELG1 repair inh: -0.7%; Mito fusion yeast: -13.0%; Eya2 inh: 4.8%; TSHR antagonist: 5.4; ASM inhibitor: 4.8%

What do the screens show for `O=C(CSc1nnc(-c2cccs2)n1C1CC1)NC1CCS(=O)(=O)C1` (centres undefined)?
Chronic BCR inh: 0.7%; Tb PFK block: -4.0%; a7 integrin act: 15.5%; AT treatment: 6.1%; TCR act: -19.5%; PTAP TSG101 blk: -2.4%; ELG1 repair inh: inconclusive; Mito fusion yeast: -3.3%; Eya2 inh: 1.6%; TSHR antagonist: 7.5; ASM inhibitor: 0.2%

What do the screens show for `O=C(CSCCO)N1CCc2ccccc21`?
Chronic BCR inh: -2.2%; Tb PFK block: -3.4%; a7 integrin act: -10.6%; AT treatment: 5.3%; TCR act: -4.8%; PTAP TSG101 blk: -6.3%; ELG1 repair inh: 15.0%; Mito fusion yeast: -0.1%; Eya2 inh: 4.5%; TSHR antagonist: -0.7; ASM inhibitor: 4.4%

What do the screens show for `COc1cccc(C(=O)CSc2nnc(CNS(C)(=O)=O)n2-c2ccc(C)cc2)c1`?
Chronic BCR inh: inconclusive; Tb PFK block: -5.0%; a7 integrin act: 10.1%; AT treatment: 0.4%; TCR act: -0.1%; PTAP TSG101 blk: -0.7%; ELG1 repair inh: -1.4%; Mito fusion yeast: 5.8%; Eya2 inh: 11.1%; TSHR antagonist: -9.4; ASM inhibitor: 0.2%

How did O=C(NCCNC(=O)c1ccccc1Cl)c1ccco1 do in these assays?
Chronic BCR inh: -18.2%; Tb PFK block: -0.1%; a7 integrin act: inconclusive; AT treatment: 5.0%; TCR act: 6.0%; PTAP TSG101 blk: -1.0%; ELG1 repair inh: 24.6%; Mito fusion yeast: -3.6%; Eya2 inh: -6.1%; TSHR antagonist: 30.3; ASM inhibitor: 4.4%

Results for Cn1nc(OC(=O)Nc2ccc(F)cc2)cc1C(F)(F)F ?
Chronic BCR inh: inconclusive; Tb PFK block: 1.1%; a7 integrin act: 3.7%; AT treatment: -0.4%; TCR act: 4.7%; PTAP TSG101 blk: -4.8%; ELG1 repair inh: inconclusive; Mito fusion yeast: 2.3%; Eya2 inh: -4.0%; TSHR antagonist: -7.6; ASM inhibitor: -1.5%

How did COc1ccc(N2CCN(C(=O)CCSCc3ccccc3F)CC2)cc1 do in these assays?
Chronic BCR inh: 9.4%; Tb PFK block: 3.6%; a7 integrin act: -1.5%; AT treatment: -3.2%; TCR act: -6.7%; PTAP TSG101 blk: -5.1%; ELG1 repair inh: -10.4%; Mito fusion yeast: -8.7%; Eya2 inh: -14.3%; TSHR antagonist: -8.0; ASM inhibitor: 0.0%

How did O=C(NC1CCCCCC1)c1cccs1 do in these assays?
Chronic BCR inh: inconclusive; Tb PFK block: 4.2%; a7 integrin act: 5.6%[7.66 µM]; AT treatment: -9.3%; PTAP TSG101 blk: -4.5%; ELG1 repair inh: inconclusive; Mito fusion yeast: 5.6%; Eya2 inh: -2.3%; TSHR antagonist: 17.3; ASM inhibitor: 0.6%

What do the screens show for `Cc1ccc(C(=O)NNC(=O)c2ccc(NC(=O)C(C)(C)C)cc2)cc1`?
Chronic BCR inh: -0.4%; Tb PFK block: -1.5%; a7 integrin act: -43.5%; AT treatment: -2.2%; TCR act: 0.5%; PTAP TSG101 blk: -1.1%; ELG1 repair inh: 13.8%; Mito fusion yeast: 3.6%; Eya2 inh: 2.5%; TSHR antagonist: -0.2; ASM inhibitor: -1.0%

Results for CCOC(=O)C(NC(C)=O)C(=O)O (centres undefined) ?
Chronic BCR inh: -5.3%; Tb PFK block: -3.1%; a7 integrin act: -16.1%; AT treatment: 1.9%; TCR act: 1.7%; PTAP TSG101 blk: -2.4%; ELG1 repair inh: 1.4%; Mito fusion yeast: 1.7%; Eya2 inh: 2.5%; TSHR antagonist: 46.8; ASM inhibitor: 3.3%

How did COc1ccccc1Cn1c(=S)[nH]c2cc(C(=O)N3CCC(C(N)=O)CC3)ccc2c1=O do in these assays?
Chronic BCR inh: 18.2%; Tb PFK block: 1.4%; a7 integrin act: 33.1%; AT treatment: -1.5%; TCR act: -5.4%; PTAP TSG101 blk: -2.3%; ELG1 repair inh: 21.1%; Mito fusion yeast: 3.7%; Eya2 inh: -0.5%; TSHR antagonist: 0.3; ASM inhibitor: -2.5%

What do the screens show for `COC(=O)C1CN(C(=O)C(C)Oc2ccccc2Cl)c2ccccc2O1` (centres undefined)?
Chronic BCR inh: 0.9%; Tb PFK block: -2.6%; a7 integrin act: -9.1%; AT treatment: 2.2%; TCR act: 1.2%; PTAP TSG101 blk: -3.3%; ELG1 repair inh: 7.5%; Mito fusion yeast: -20.3%; Eya2 inh: -7.4%; TSHR antagonist: -6.8; ASM inhibitor: -0.2%

What do the screens show for `C/C(=N\NC(=O)c1nc(C)cc(C)n1)c1ccccc1`?
Chronic BCR inh: inconclusive; Tb PFK block: -0.3%; a7 integrin act: 19.0%; AT treatment: 0.0%; TCR act: 6.6%; PTAP TSG101 blk: -2.3%; ELG1 repair inh: inconclusive; Mito fusion yeast: -2.7%; Eya2 inh: 8.2%; TSHR antagonist: 8.5; ASM inhibitor: -3.1%

What do the screens show for `COCCCn1cc(C(=O)c2cc(Br)ccc2O)cc(C#N)c1=O`?
Chronic BCR inh: 1.2%; Tb PFK block: -0.6%; a7 integrin act: 0.6%; AT treatment: -3.4%; TCR act: -3.7%; PTAP TSG101 blk: -0.6%; ELG1 repair inh: -13.2%; Mito fusion yeast: 8.9%; Eya2 inh: -6.8%; TSHR antagonist: -21.9; ASM inhibitor: 6.6%

Screening results: PubChem, National Center for Advancing Translational Sciences (NCATS)
